Assay outcomes: PubChem BioAssay, several laboratories
OXTR agonist = human OXTR agonists, primary screen, fluorescence, CHO-OTR cells, Fluo-8 calcium. 320,000 compounds, 0.32% hits. Fluo-8 calcium fluorescence; normalized: DMSO 0%, oxytocin 100%. activation, % at 3 µM. Oxytocin receptor (Homo sapiens), P30559;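 active = activation above the mean of all tested compounds plus 3 SD, cutoff set per screening run, cut at about 20% in these data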;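 note: peak over basal fluorescence ratio from a 100 s FLIPR kinetic read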
Target sequence (P30559 whole entry, looked up): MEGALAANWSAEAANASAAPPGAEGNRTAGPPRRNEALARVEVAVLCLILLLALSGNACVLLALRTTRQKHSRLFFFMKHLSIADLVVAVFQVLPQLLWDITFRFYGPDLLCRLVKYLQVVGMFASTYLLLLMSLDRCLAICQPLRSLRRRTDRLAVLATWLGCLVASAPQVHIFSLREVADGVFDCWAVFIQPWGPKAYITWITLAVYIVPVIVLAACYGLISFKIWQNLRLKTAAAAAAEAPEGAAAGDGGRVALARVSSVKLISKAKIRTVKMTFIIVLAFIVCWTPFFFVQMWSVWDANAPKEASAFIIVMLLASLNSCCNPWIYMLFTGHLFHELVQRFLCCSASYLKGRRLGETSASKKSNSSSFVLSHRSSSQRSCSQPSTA
MEKK3 PB1 HTS = modulators of MEKK3-MEK5 PB1 binding, primary screen, biochemical, wildtype MEKK3, multiplex bead flow cytometry, Alexa488-MEK5. Mitogen-activated protein kinase kinase kinase 3 (Homo sapiens), Q99759. bead-based flow cytometry, Alexa488-MEK5 binding to MEKK3; actives lie on both sides; 0 = blocked by unlabeled MEK5, 100 = vehicle. binding response (% of control), % at 10 µM. 290,000 compounds, 1.4% hits. AID 1529, 2009;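 active = binding response more than 3 SD above or below the average of its plate-row segment, actives on both sides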;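 note: Alexa488 bead fluorescence after subtracting the streptavidin-only scavenger bead signal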
PHOSPHO1 block = PubChem AID 1565. Phosphoethanolamine/phosphocholine phosphatase (Homo sapiens), Q8TCT1. recombinant PHOSPHO1, absorbance phosphatase assay. 290,000 compounds, 1.1% hits. inhibition, % at 13.3 µM; in the data active = inhibition above about 60%
Target sequence (Q8TCT1 whole entry, looked up): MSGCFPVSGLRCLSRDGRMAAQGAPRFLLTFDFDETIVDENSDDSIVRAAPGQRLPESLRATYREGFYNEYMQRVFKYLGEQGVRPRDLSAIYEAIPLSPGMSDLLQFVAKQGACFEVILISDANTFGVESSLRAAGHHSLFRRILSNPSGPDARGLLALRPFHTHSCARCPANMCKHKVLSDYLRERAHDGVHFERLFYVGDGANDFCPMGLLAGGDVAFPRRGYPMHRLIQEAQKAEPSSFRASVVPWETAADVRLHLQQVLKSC
FID counter = compounds displacing fluorescent DNA intercalator, primary screen, artefact control for HCV NS3 helicase inhibitor project, biochemical, FID fluorescence. DNA fluorescent intercalator displacement. inhibition, % at 7.9 µM. 290,000 compounds, 0.17% hits; in the data active = inhibition above about 37%;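 note: 0% = vehicle and 100% = reference compound; higher means more ethidium bromide displaced from hairpin DNA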
NALP1 inh = NALP1 inflammasome inhibitors in reconstituted yeast, colorimetric, S. cerevisiae, triplicate retest. inhibition, % at 10 µM. S. cerevisiae NALP1/ASC/caspase-1 growth, X-gal OD620, 72 h. 280,000 compounds, 0.61% hits; in the data active = inhibition mostly above about 24%, no sharp cut-off; inactive = mostly below about 32%; note: some compounds called inactive have numbers as strong as hits
MEKK2mut PB1 HTS = MEK5 binding signal on mutant MEKK2 PB1, primary screen, biochemical, multiplex bead flow cytometry, Alexa488-MEK5; 290,000 compounds, 0.35% hits; percent response, % at 10 µM; AID 1530, 2009; Alexa488-MEK5 binding to MEKK2 mutant; in the data active = percent response above about 24%, passing the limit was not always enough; note: inactives centre near 1; some results filed as inactive read as strong as hits; reference of the scale not given here
M18AAP inhibitor = PfM18AAP inhibitors, malaria aminopeptidase, primary screen, biochemical, QFRET, recombinant enzyme; M18 aspartyl aminopeptidase (Plasmodium falciparum 3D7); H-Glu-NHMec fluorogenic cleavage; inhibition, % at 7.35 µM; 290,000 compounds, 1.2% hits; AID 1822, 2009;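 active = inhibition above the campaign mean inhibition over all tested compounds plus 3 SD, cut at about 28% in these data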;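 note: 0% = plate median of test compound wells and 100% = 2 mM ZnCl2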
MEKK2wt PB1 HTS = modulators of MEK5 binding to wildtype MEKK2, primary screen, biochemical, multiplex bead flow cytometry, Alexa488-MEK5; Mitogen-activated protein kinase kinase kinase 2 (Homo sapiens), Q9Y2U5; Alexa488-MEK5 binding to MEKK2 WT; actives lie on both sides; binding response (% of control), % at 10 µM; 290,000 compounds, 1.1% hits; in the data active = binding response below about 67% or above about 130%
GPR7 antagonist = GPR7 receptor antagonists, primary screen, cell-based, fluorescence, single concentration. Neuropeptides B/W receptor type 1 (Homo sapiens), P48145. 290,000 compounds, 1.1% hits. AID 1861, 2009. inhibition, % at 4.4 µM. GPR7-expressing cells, fluorescence antagonist assay; in the data active = inhibition above about 16%, passing the limit was not always enough;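 note: cells stimulated with the agonist NPW; 0% = agonist with vehicle and 100% = vehicle without agonist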
Target sequence (P48145 whole entry, looked up): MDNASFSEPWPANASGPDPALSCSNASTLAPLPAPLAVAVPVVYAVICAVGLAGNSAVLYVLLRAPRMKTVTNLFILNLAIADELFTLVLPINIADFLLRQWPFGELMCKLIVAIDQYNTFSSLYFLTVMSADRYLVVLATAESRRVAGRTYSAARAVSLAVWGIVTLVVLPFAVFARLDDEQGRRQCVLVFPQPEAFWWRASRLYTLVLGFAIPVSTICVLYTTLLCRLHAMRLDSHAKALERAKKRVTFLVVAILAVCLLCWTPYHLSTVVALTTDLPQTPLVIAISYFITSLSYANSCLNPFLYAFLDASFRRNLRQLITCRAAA
An asterisk follows results filed as active; / = not tested or not shown. This is a random part of the collection; overall some 6.2% were active at least once.

SMILES	OXTR agonist	MEKK3 PB1 HTS	PHOSPHO1 block	FID counter	NALP1 inh	MEKK2mut PB1 HTS	M18AAP inhibitor	MEKK2wt PB1 HTS	GPR7 antagonist
Cc1cc(C)cc(NC(=O)C(OC(=O)c2sccc2C)c2ccccc2)c1 (stereo unspecified)	0.4	100	-14	1	6	0	2	103	15
COC(=O)CSC1=C(C#N)C(c2ccc(C)cc2)C2=C(CCCC2=O)N1 (stereo unspecified)	-2.4	104	18	-2	11	2	30*	103	-9
Cc1cc(-c2ccccc2)n(-c2ccccc2)n1	-3.1	101	34	-12	9	7	4	104	-21
Cc1c(C)c2c(OCC(=O)NCC(C)C)cc3c(c2oc1=O)CCC(C)(C)O3	/	106	5	-30	1	12	-3	101	5
O=C(c1ccc(Br)o1)N1CCN(c2ncccn2)CC1	0.0	109	4	-5	4	7	-5	115	0
Cc1c(C(=O)Nc2ccc(N3CCOCC3)cc2)oc2ccccc12	-1.0	101	5	-21	15	-6	1	91	0
CCC(=O)Nc1ccc(S(=O)(=O)N2CCN(c3ccc(F)cc3)CC2)cc1	5.1	96	15	4	-10	-4	2	94	4
COc1ccc(C(=O)O/N=C(\N)c2ccc(Cl)cc2)cc1	-0.7	105	37	-9	22	4	1	105	8
O=C(O)CCSc1nc2ccccc2n1-c1ccccc1	-0.3	106	18	-26	17	4	-6	109	2
COc1cccc(CNS(=O)(=O)c2cc3c(cc2C)NC(=O)CO3)c1	1.2	102	18	-4	4	2	0	99	-5
Cc1ccccc1NS(=O)(=O)c1nnc(NC(=O)CC(C)C)s1	-0.5	99	42	-10	-6	0	0	97	-22
Cc1cc2c(=O)n(NC(N)=O)c(C)nc2s1	0.0	107	-16	0	22	-1	4	106	-6
Cc1nn(CC(=O)NC2C(=O)N3C(C(=O)O)=C(CSc4nnnn4C)CSC23)cc1Br (stereo unspecified)	0.0	103	-16	-27	6	3	20	106	-12
COc1cc(/C=C/C(=O)O)cc(S(=O)(=O)NCc2ccc3c(c2)OCO3)c1OC	-1.3	102	8	-23	-1	-4	5	100	-5
CCOc1ccc(Cl)cc1S(=O)(=O)n1cnc2cc(C)c(C)cc21	0.0	107	18	-5	41*	8	1	102	-2
Cn1ncc(Cl)c(Oc2ccc(Cl)cc2)c1=O	-2.8	99	8	0	15	-2	0	98	-7
O=C(NCCSc1ccccc1)c1ccc(CN2CCOCC2)cc1	0.8	108	46	-6	/	10	2	105	-11
O=C(c1ccccc1)N1CCN(C(=O)N2CCCCC2)CC1	0.1	104	-16	-3	22	17	-1	107	-2
Brc1ccc(N=NNc2ccccc2)cc1	-0.2	104	-1	4	6	0	-1	100	-19
O=C(CSc1ccc(-c2ccccc2)nn1)c1ccccc1	-2.0	122	-15	-13	9	-1	-1	97	-11
COC(=O)c1ccc(C)c(NC(=O)Cc2ccc([N+](=O)[O-])cc2)c1	-0.7	93	9	8	16	-7	-3	91	0
Cc1ccc(C(N)=Nc2ccccc2)cc1	1.0	89	34	-2	19	2	-4	86	2
Cc1ccccc1NC(=O)Oc1cccc(OC(=O)c2ccccc2)c1	-0.7	108	15	-3	13	7	1	98	3
O=C(C1CC1)N1CCN(c2nc3ccccc3s2)CC1	0.7	100	-7	-9	12	-2	5	97	2
CCOc1ccc(S(=O)(=O)NCCCn2ccnc2)cc1	-0.1	106	/	4	6	9	-7	113	-10

(list continues)
SMILES	OXTR agonist	MEKK3 PB1 HTS	PHOSPHO1 block	FID counter	NALP1 inh	MEKK2mut PB1 HTS	M18AAP inhibitor	MEKK2wt PB1 HTS	GPR7 antagonist
COC(=O)c1ccc(Cn2cnc3c(cnn3-c3ccc(C)c(C)c3)c2=O)o1	0.4	87	-7	-5	3	4	2	95	-8
COc1ccc(NC(=O)CN(c2ccc(F)cc2)S(=O)(=O)c2ccccc2)c(OC)c1	-1.7	105	51	-28	8	6	5	102	-23
COc1ccc(-n2nc3c(c2NC(=O)C24CC5CC(CC(C5)C2)C4)CS(=O)C3)cc1 (stereo unspecified)	0.0	107	2	-27	20	7	1	109	-11
COc1ccc(N/C=C\C(=O)c2ccc3c(c2)OCO3)cc1OC	-0.2	95	6	-18	29	-2	8	98	-12
Cc1cc(CNC(=O)C(C)n2nc(C)c([N+](=O)[O-])c2C)c2ccccc2n1 (stereo unspecified)	0.3	106	32	5	-1	0	2	104	-3
CCCc1nnc(SCC(=O)Nc2nnc(CC)s2)n1CC1CCCO1 (stereo unspecified)	1.7	103	10	-17	18	5	-6	107	-6
CCC(=O)Nc1c2c(nn1-c1ccccc1)CSC2	-0.3	100	18	1	14	1	-11	102	-11
COc1cccc(CNC(=O)C2CCN(S(=O)(=O)c3ccc(F)cc3)CC2)c1	/	99	0	-14	4	3	-3	99	16
Cn1c(=O)cc(NCCc2ccccc2)[nH]c1=O	0.3	97	46	-1	21	5	2	99	1
COC(CNC(=O)c1ccc(N2CCc3ccccc32)c([N+](=O)[O-])c1)OC	10	101	3	-5	15	-2	5	101	7
Cc1c(NC(=O)C(C)OC(=O)c2cccs2)c(=O)n(-c2ccccc2)n1C (stereo unspecified)	-0.1	104	0	-11	32	-1	10	100	-9
FC(F)(F)c1cccc(CNc2ncccc2-c2nc3cc(Cl)ccc3o2)c1	0.8	101	7	1	4	2	0	103	6
COCCN(C(=O)Nc1ccccc1)C(C)c1cccnc1 (stereo unspecified)	-1.0	100	6	-3	-3	-4	-8	96	1
N#CC(C#N)=C/C(C#N)=C(/N)N1CCN(c2ccc(Cl)cc2)CC1	8.7	101	28	-4	-2	5	1	97	5
O=C(c1ccco1)N1CCN(C(=S)Nc2ccccc2Cl)CC1	-0.6	97	33	-6	19	2	1	100	-6
Cc1ccc(S(=O)(=O)Nc2ccc(Cl)cn2)cc1	-0.8	108	19	-5	18	4	0	110	-22
Cc1c(OC(C)C(=O)N2C[C@H]3C[C@@H](C2)c2cccc(=O)n2C3)ccc2c3c(c(=O)oc12)CCCC3 (stereo partly specified)	-0.3	98	-38	-25	5	-3	-2	98	0
Cc1ccc2cccc(NC(=S)NC(=O)c3ccnn3C)c2n1	-2.4	102	-23	-10	0	-3	0	94	-3
Cc1cccc(OCCCCc2c(C)n[nH]c2C)c1C	5.8	109	-27	-20	3	6	1	110	-13
Cc1nn(-c2ccc([N+](=O)[O-])cc2)c2c1C(c1cccc(Br)c1)N1C(=N2)C(=O)Nc2ccccc21 (stereo unspecified)	0.5	96	4	-3	29	-2	-5	88	-3
CC1CCN(C(=O)Cn2c(=O)n(CCc3ccccc3)c(=O)c3ccccc32)CC1	-1.1	99	-36	-4	-14	1	1	97	-16
CCCc1ccc(C(C)NC(=S)NCc2ccc(F)cc2)cc1 (stereo unspecified)	21*	107	5	-21	18	6	-2	112	59*
O=S(=O)(Cc1ccccc1)NCC1CCCN(Cc2ccc3nonc3c2)C1 (stereo unspecified)	2.9	89	5	3	5	-7	5	94	20
COc1ccc(S(=O)(=O)NCC2CC3C=CC2C3)cc1OC (stereo unspecified)	0.3	100	24	-22	8	-3	-1	100	-5
CCC1Oc2ccc(C)cc2N(CC(=O)N(Cc2ccc3c(c2)OCO3)CC2CCCO2)C1=O (stereo unspecified)	-1.6	115	11	-38	13	6	-12	108	-9

Continuation.
SMILES	OXTR agonist	MEKK3 PB1 HTS	PHOSPHO1 block	FID counter	NALP1 inh	MEKK2mut PB1 HTS	M18AAP inhibitor	MEKK2wt PB1 HTS	GPR7 antagonist
O=C(NNC(=O)c1ccccc1F)c1ccco1	-0.4	101	28	-4	5	4	0	103	-8
COc1ccc(CCNC(=O)c2cc(C)oc2C)cc1	-0.2	105	9	-9	-6	13	3	104	-3
COc1ccccc1CN1CCCC(CN(CCN(C)C)C(=O)c2ccc(C)cc2)C1 (stereo unspecified)	0.4	100	41	7	6	18	-2	117	-7
CCn1nc(Cc2cccc3ccccc23)c(C#N)c1N	-2.5	95	/	/	/	1	/	99	/
CCOC(=O)c1sc(=NC(=O)CCSc2ccccc2)n(C)c1C	-1.2	80	0	-3	-6	-7	2	75	-5
Cc1cccc(N(CC(=O)NCc2ccco2)C(=O)CCC(=O)Nc2nccs2)c1C	0.4	100	35	-35	-1	2	7	102	-7
CNCC/C=C1/c2ccccc2CSc2ccccc21	6.3	121	6	19	10	6	-4	126	8
CCN(CC)S(=O)(=O)c1cccc(C(=O)N/N=C/c2cc(OC)c(O)c(OC)c2)c1	0.8	97	7	-8	20	9	11	107	2
CC(C)N1C(=O)C2ON(c3ccccc3)C(c3cccs3)C2C1=O (stereo unspecified)	-1.2	98	-3	-7	-22	4	-7	100	-6

An excerpt of these results, bar-delimited:
SMILES | OXTR agonist | MEKK3 PB1 HTS | PHOSPHO1 block | FID counter | NALP1 inh | MEKK2mut PB1 HTS | M18AAP inhibitor | MEKK2wt PB1 HTS | GPR7 antagonist
CCC1Oc2ccc(C)cc2N(CC(=O)N(Cc2ccc3c(c2)OCO3)CC2CCCO2)C1=O (stereo unspecified) | -1.6 | 115 | 11 | -38 | 13 | 6 | -12 | 108 | -9
O=C(NNC(=O)c1ccccc1F)c1ccco1 | -0.4 | 101 | 28 | -4 | 5 | 4 | 0 | 103 | -8

Twelve compounds already listed, sorted by formula weight, low to high.
SMILES	OXTR agonist	MEKK3 PB1 HTS	PHOSPHO1 block	FID counter	NALP1 inh	MEKK2mut PB1 HTS	M18AAP inhibitor	MEKK2wt PB1 HTS	GPR7 antagonist
Cn1ncc(Cl)c(Oc2ccc(Cl)cc2)c1=O	-2.8	99	8	0	15	-2	0	98	-7
CCn1nc(Cc2cccc3ccccc23)c(C#N)c1N	-2.5	95	/	/	/	1	/	99	/
Cc1ccc(S(=O)(=O)Nc2ccc(Cl)cn2)cc1	-0.8	108	19	-5	18	4	0	110	-22
O=C(C1CC1)N1CCN(c2nc3ccccc3s2)CC1	0.7	100	-7	-9	12	-2	5	97	2
O=C(O)CCSc1nc2ccccc2n1-c1ccccc1	-0.3	106	18	-26	17	4	-6	109	2
CCCc1ccc(C(C)NC(=S)NCc2ccc(F)cc2)cc1 (stereo unspecified)	21*	107	5	-21	18	6	-2	112	59*
N#CC(C#N)=C/C(C#N)=C(/N)N1CCN(c2ccc(Cl)cc2)CC1	8.7	101	28	-4	-2	5	1	97	5
O=C(c1ccco1)N1CCN(C(=S)Nc2ccccc2Cl)CC1	-0.6	97	33	-6	19	2	1	100	-6
Cc1c(NC(=O)C(C)OC(=O)c2cccs2)c(=O)n(-c2ccccc2)n1C (stereo unspecified)	-0.1	104	0	-11	32	-1	10	100	-9
CC1CCN(C(=O)Cn2c(=O)n(CCc3ccccc3)c(=O)c3ccccc32)CC1	-1.1	99	-36	-4	-14	1	1	97	-16
COc1cccc(CNC(=O)C2CCN(S(=O)(=O)c3ccc(F)cc3)CC2)c1	/	99	0	-14	4	3	-3	99	16
CCN(CC)S(=O)(=O)c1cccc(C(=O)N/N=C/c2cc(OC)c(O)c(OC)c2)c1	0.8	97	7	-8	20	9	11	107	2
